High-throughput results deposited in PubChem by National Center for Advancing Translational Sciences (NCATS).
MCF10A rerep = induces DNA re-replication in MCF 10a normal breast cells; Potency, µM (titrated, usually from 46.1 µM), without a hit: at the top dose activity, positive = re-replication, hits mostly activators; AID 624296; MCF 10A DNA re-replication, Hoechst nuclear intensity, 48 h; 350,000 compounds, 2.9% hits; also: potency is read from the fitted curve at half-maximal effect; % of control where 0% means no effect; nearly all actives have a fitted effect of over 50% in size
DRD3 agonist = agonists of human D3 dopamine receptor; max activation, %; P35462; D3R DiscoveRx beta-arrestin cells, luminescence, 90 min; 410,000 compounds, 0.58% hits; in the data active = max activation above about 30%; also: 0% is about no effect; mostly tested at two doses, the higher about 12 µM
Target sequence (P35462 whole entry, looked up): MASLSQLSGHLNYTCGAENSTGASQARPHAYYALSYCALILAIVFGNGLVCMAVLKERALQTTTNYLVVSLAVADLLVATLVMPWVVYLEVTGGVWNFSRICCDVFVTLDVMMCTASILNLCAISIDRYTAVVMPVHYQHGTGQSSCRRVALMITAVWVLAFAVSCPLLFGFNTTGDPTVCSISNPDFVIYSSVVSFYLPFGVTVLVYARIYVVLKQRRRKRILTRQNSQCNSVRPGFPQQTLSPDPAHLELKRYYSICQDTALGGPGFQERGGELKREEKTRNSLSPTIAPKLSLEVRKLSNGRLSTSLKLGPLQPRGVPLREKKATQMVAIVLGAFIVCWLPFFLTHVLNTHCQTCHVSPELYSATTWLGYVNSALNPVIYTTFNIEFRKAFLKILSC
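Agonist-mode cell screen: cells plated at 1500/well and incubated overnight at 37 °C, then exposed to library compounds for 90 min at 37 °C. Detection reagent was added for 30–60 min at room temperature, and luminescence was read.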
SW480 rereplic = inducers of DNA re-replication in SW480 colon cancer cells; 340,000 compounds, 1.8% hits; Potency, µM (top dose mostly 46.1 µM), inactives show at the top dose re-replication activation, most hits filed as activators; SW480 DNA re-replication, Hoechst DNA content imaging, 48 h; also: potency is read from the fitted curve at half-maximal effect; % of control where 0% means no effect; nearly all actives have a fitted effect of over 55% in size
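Per well, 250 cells were exposed to pinned compound for 48 hr. Nuclear DNA was visualised with Hoechst (40 min, 37 C) and total object intensity recorded by fluorescence scanning.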
IL-1B inflam inh = blocks inflammasome-driven IL-1 beta release | THP-1 LPS/ATP IL-1B secretion, AlphaLISA, 16 h; stronger effect = lower value | activity change, % at 57.5 µM | 360,000 compounds, 4.7% hits; in the data active = activity change below about -50%; inconclusive = mostly about -30% to -49%; also: % is scaled to controls: 0 for no effect and ±100 for the full control effect
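THP-1 cells pretreated 1 hr with compounds (up to 57.5 uM final), then stimulated with LPS (250 ng/mL final) plus ATP (1.25 mM final); secreted IL-1B measured by AlphaLISA after 16 hr, decreased signal indicating inhibition.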
HT1080NT lethal = kills 2HG-producing HT-1080-NT fibrosarcoma cells; HT-1080-NT fibrosarcoma viability, CellTiter-Glo ATP luminescence, 48 h; 360,000 compounds, 1.6% hits; Potency, µM (series often up to 46.1 µM), without a hit: at the highest dose activity, negative = less viability, actives largely listed as cytotoxic; AID 686970;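 also: NT is the 2HG producing partner of a matched IDH1 knockdown line; potency is read from the fitted curve at half-maximal effect; 0% = DMSO-treated cells and -100% = media-only wells without cells; nearly all actives have a fitted effect of over 55% in size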
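Read-out is CellTiter-Glo luminescence after 10 minutes at room temperature, following 48 hours' compound treatment of HT-1080-NT cells (750 cells/well, RPMI, 5% FBS, 37 degrees C).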
GLP1R cytotox = cytotoxic in the GLP-1 receptor inverse agonist counter-screen; HEK293 cAMP-luciferase reporter cells, luminescence, 24 h; Potency, µM (top dose mostly 38.3 µM), inactives show at the highest dose activity change, negative = inhibition, hits mostly inhibitors; 410,000 compounds, 0.13% hits;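 also: loss of luciferase light is scored as toxicity; potency is read from the fitted curve at half-maximal effect; % is scaled to controls: 0 for no effect and ±100 for the full control effect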
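Cells in DMEM/10% Nu serum/1% pen-strep, 1536-well format. Pre-incubated 12 h, dosed with 23 nL compound, incubated a further 24 h. Luciferase detection, 12 min at room temp, luminescence.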
KB-V1 MDR tox = kills drug-selected multidrug resistant KB-V1 cells. KB-V1 MDR cells viability, CellTiter-Glo, 72 h. Potency, µM (titrated, usually from 46.1 µM), for the others: at the highest dose activity change, negative = cytotoxicity, usual class: cytotoxic. 400,000 compounds, 3.4% hits. AID 1347076; also: potency is read from the fitted curve at half-maximal effect; % is scaled to controls: 0 for no effect and ±100 for the full control effect; nearly all actives have a fitted effect of over 60% in size
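Cytotoxicity via CellTiter-Glo luminescence after 72 h compound exposure at 37 degrees C. Cells: drug-selected KB-V1 line, DMEM phenol-red free plus 10% FBS. Compounds tested at multiple concentrations; normalized data fitted to concentration-effect curves.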
KB-3-1 tox = kills parental KB-3-1 adenocarcinoma cells; KB-3-1 viability, CellTiter-Glo ATP luminescence, 72 h; Potency, µM (titrated, usually from 46.1 µM), for inactives: at the highest dose activity change, negative = cytotoxic, usual class: cytotoxic; 400,000 compounds, 1.4% hits; AID 1347075; also: potency is read from the fitted curve at half-maximal effect; % is scaled to controls: 0 for no effect and ±100 for the full control effect; nearly all actives have a fitted effect of over 60% in size
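Cytotoxicity measured as CellTiter-Glo luminescence after 72 h at 37 C. Compound titrations were pinned onto drug-naive KB-3-1 parental adenocarcinoma cells grown in DMEM with 10% FBS, and normalized data fitted to concentration-response curves.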
HT1080 IDH1KD tx = HT-1080 IDH1 knockdown cell toxicity (counter line). 360,000 compounds, 2% hits. AID 686971. Potency, µM (top dose mostly 46.1 µM), for inactives: at the highest dose activity, negative = toxicity, usual class: cytotoxic. HT-1080 IDH1 knockdown viability, ATP luminescence, 48 h;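 also: potency is read from the fitted curve at half-maximal effect; 0% = DMSO wells and -100% = cell-free medium wells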
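After a 2 h attachment period, IDH1KD HT-1080 cells took pin-transferred compound for 48 h at 37 °C; ATP-based luminescence after 10 min room-temperature reagent incubation reported viability.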
Numbers without * were called inactive; ? = inconclusive; . = no result given; [ ] = remark or other dose. Unless noted, calls follow the shape of the dose curve; as a rule, active = well fitted curve in the direction sought with a large enough effect; inconclusive = small, poorly fitted or top-dose-only effect, or another doubt; inactive = no such curve, though single readings can be large; an effect the other way counts as inactive or inconclusive.

SMILES	MCF10A rerep	DRD3 agonist	SW480 rereplic	IL-1B inflam inh	HT1080NT lethal	GLP1R cytotox	KB-V1 MDR tox	KB-3-1 tox	HT1080 IDH1KD tx
Cc1cccc(N(CC(N)=O)C2SC(=O)N(Cc3cccc(C(=O)O)c3)C2=O)c1 (stereo not drawn)	.	6	.	.	.	12%	12%	16%	.
Cc1ccc2c(c1)C(C)CC(C)(C)N2C(=O)CN1CCN(C)CC1 (stereo not drawn)	18%	-23	?	-4	0%	-3%	-26%	4%	6%
Cc1cc(NC(=O)CSc2ccc(-c3ccc(Br)cc3)nn2)no1	-37%	3	-10%	64	0%	2%	22%	-2%	8%
O=C(c1cccc(Cl)c1Cl)N1CCN(c2ccccn2)CC1	?	1	-1%	-12	-6%	-23%	?	-3%	10%
CC(=O)N1CCN(C(=O)CNc2cc(C(F)(F)F)ccc2OCC(F)(F)F)CC1	23%	5	4%	-57*	1%	-17%	-6%	2%	9%
O=C(c1ccc(N2CCCCS2(=O)=O)cc1)N1CCN(c2ccc(N3CCOCC3)nn2)CC1	3%	1	-2%	17	1%	2%	0%	1%	3%
COc1ccccc1CNC(=O)COC(=O)c1cc(S(=O)(=O)N2CCOCC2)ccc1Cl	2%	-4	5%	9	1%	-4%	-1%	-20%	1%
O=C(/C=C/c1ccco1)Nc1nnc(-c2ccco2)s1	5.8µM*	1	?	31	-20%	-24%	?	?	-10%
CCOC(=O)C(C)Oc1ccc(NC(=O)C(Cl)Cl)cc1 (stereo not drawn)	?	-11	-23%	-10	7%	12%	-3%	13%	10%
Cc1ccccc1OC(=O)c1cccnc1	-2%	2	-9%	11	10%	4%	20%	13%	11%
O=C(COC(=O)c1cc(S(=O)(=O)N2CCOCC2)ccc1F)NC1CC1	0%	2	-5%	-1	-6%	-8%	18%	-1%	-6%
O=C(c1cc(C2CC2)on1)N1CCN(c2ccc(F)cc2)CC1	-1%	3	-5%	6	8%	-3%	0%	9%	0%
OC(COCc1ccccc1F)CN1CCCCC1 (stereo not drawn)	15%	-6	-2%	-5	24%	-8%	17%	-2%	17%
C(=NNc1nnn(Cc2ccccc2)n1)c1ccccc1	.	-6	.	42	9.2µM*	12%	16µM*	?	18µM*
O=C(COC(=O)c1ccccc1)NCCCCc1ccccc1	.	-3	.	-10	1%	-8%	17%	39%	1%
Cc1ccccc1NC(=O)C(C)N1C(=O)c2ccccc2C1=O (stereo not drawn)	-16%	7	16%	?	8%	-13%	?	10%	12%
CN(C)CC(=O)Nc1ccc2c(c1)[C@H]1C[C@H](CC(=O)NCc3ccc4c(c3)OCO4)O[C@H](CO)[C@H]1O2	.	-2	.	18	16%	1%	-5%	10%	6%
COc1ccc(OC)c(S(=O)(=O)NC2CCCCNC2=O)c1 (stereo not drawn)	0%	-2	-6%	-30	0%	4%	9%	5%	13%
O=C(Nc1c(-c2ccccc2)nc2c(Br)cc(Br)cn12)c1ccco1	?	-3	4%	4	-14%	-17%	2%	-8%	0%
CCN1C(=NCCOC)N[C@@H](c2cccc(C(F)(F)F)c2)C(C(=O)OC)=C1C	1%	0	-1%[9.22 µM]	?	-16%	-16%	3%	-3%	-4%
O=C(CSc1nnc(-c2cccc(S(=O)(=O)N3CCCCC3)c2)o1)c1ccc[nH]1	-1%	4	0%	11	-11%	-2%	-3%	10%	-11%
CCn1c(SCC(=O)N(C)Cc2ccc(OC)c(F)c2)nc2cc(S(N)(=O)=O)ccc21	-1%	16	-17%	-9	-15%	8%	-8%	-9%	1%
CC1CN(S(=O)(=O)c2cccc3nsnc23)CC(C)O1 (stereo not drawn)	18µM*	4	21%	6	-3%	0%	6%	?	-5%
C[C@H](CO)N1C[C@H](C)[C@@H](CN(C)S(=O)(=O)c2ccccc2)Oc2c(NC(=O)C3CC3)cccc2C1=O	-6%	0	6%[9.22 µM]	10	2%	6%	0%	-1%	3%
Cc1ccc(NC(=O)CN2C(=O)N/C(=C\c3cccn3-c3cccc(C(=O)O)c3)C2=O)cc1	0%	2	-6%	8	16%	-14%	5%	10%	27%

In the list so far, these contain a CF3 group:
SMILES	MCF10A rerep	DRD3 agonist	SW480 rereplic	IL-1B inflam inh	HT1080NT lethal	GLP1R cytotox	KB-V1 MDR tox	KB-3-1 tox	HT1080 IDH1KD tx
CC(=O)N1CCN(C(=O)CNc2cc(C(F)(F)F)ccc2OCC(F)(F)F)CC1	23%	5	4%	-57*	1%	-17%	-6%	2%	9%
CCN1C(=NCCOC)N[C@@H](c2cccc(C(F)(F)F)c2)C(C(=O)OC)=C1C	1%	0	-1%[9.22 µM]	?	-16%	-16%	3%	-3%	-4%

Next section
SMILES	MCF10A rerep	DRD3 agonist	SW480 rereplic	IL-1B inflam inh	HT1080NT lethal	GLP1R cytotox	KB-V1 MDR tox	KB-3-1 tox	HT1080 IDH1KD tx
COc1ccc2cc(CNCCOCCOCCNCc3ccc4cc(OC)ccc4c3)ccc2c1	7.3µM*	-2	23%	-99*	?	4µM*	9.2µM*	7.3µM*	16µM*
CCCc1cc(C(=O)NNC(=S)NCC)c2ccccc2n1	0%	-11	.	0	15%	23%	-21%	24%	6%
O=C(O)c1cc(NS(=O)(=O)c2cccc3nsnc23)cc(C(=O)O)c1	-1%	2	-6%	2	3%	-7%	6%	11%	19%
COc1ccc(/C=N/NC(=O)CSc2nnc(CCCc3ccc(OC)c(C)c3)o2)cc1	17%	0	0%	-17	-12%	-1%	-13%	-6%	-18%
CCn1nc(C(=O)NCCc2ccc3c(c2)OCCO3)c2ccccc2c1=O	17%	4	25%	40	3%	-23%	?	1%	-7%
Nc1nc(O)c(CC(=O)O)s1	6%	2	-3%	-3	7%	-4%	25%	4%	10%
O=C1Cc2ccccc2C(=O)N1c1ccccc1	-1%	-10	-3%	-6	15%	-8%	-6%	-5%	0%
COc1ccc(CNC(=S)Nc2ccccc2)cc1Cl	8%	-7	-3%	?	-4%	?	-13%	-14%	-9%
CCN(CC)CCCNc1oc(-c2cccc(Cl)c2)nc1C#N	?	-21	-3%	-9	-2%[9.24 µM]	-8%	-10%	-22%	?
CC1(C(=O)NS(=O)(=O)c2cccc(Cl)c2)CCN1C(=O)CC1CCCC1 (stereo not drawn)	.	-11	.	22	20%	5%	-1%	0%	9%
Cc1ccc2c(CN3CCN(CCO)CC3)cc(=O)oc2c1C	18%	-9	1%	-8	1%	7%	-24%	12%	?
Cc1cc(NCCCO)n2c(nc3ccccc32)c1C#N	10%	6	?	-2	-12%	52%[activator]	?	-9%	-14%
O=C(CCc1nnc2ccc(NCc3ccco3)nn12)Nc1ccccn1	-3%	0	-6%	12	5%	-7%	-1%	2%	10%
CCOC(=O)c1c(NC(=O)CSc2nnc(-c3cccnc3)n2Cc2ccco2)sc(C)c1C	0%	4	?	-15	-24%	-19%	-27%	0%	?
COc1ccc(Cl)cc1C(=O)Nc1ccc(Br)c(C)n1	7%	-1	2%	29	-11%	9%	-12%	10%	15%
O=C(Nc1ccc(Cl)cc1F)c1ccc(-n2cncn2)cc1	1%	1	-10%	?	4%[9.24 µM]	-9%	1%	-5%	5%
O=C(COc1ccc(Br)cc1Cl)NC(=O)Nc1ccc2c(c1)OCCO2	-21%	-8	5%[1.84 µM]	25	4%	8%	28%	-2%	5%
Cc1cc(=O)oc2cc(NC(=O)C(C)Oc3cccc(Cl)c3)ccc12 (stereo not drawn)	?	-22	16%	19	26µM*	?	-25%	-7%	?
COc1ccc(CCNC(=O)C2CCN(C(=O)c3ccc(Br)cc3)CC2)cc1	0%	3	?	-1	-9%	-3%	-10%	6%	-17%
CCN(CCO)c1ccc(NC(=S)Nc2cccc(S(=O)(=O)N(C)C)c2)cc1	-1%	-5	-2%	29	-3%	-26%	-9%	0%	?
O=C(c1ccc(Cl)nc1)N1CCC(Cc2ccccc2)CC1	-6%	-1	-7%	?	-21%	-10%	-16%	-4%	0%
COc1ccc(OCCOC(=O)C(C)NS(=O)(=O)c2ccc(NC(C)=O)cc2)cc1 (stereo not drawn)	5%	-2	-7%	-77*	-15%	0%	-3%	9%	?
CNC(=O)c1c(Cl)cnn1-c1ccc(F)cc1	-16%	3	3%	-11	14%	-11%	?	13%	11%
O=C(COC(=O)c1ccc2ncsc2c1)Nc1cc(Cl)ccc1F	5%	2	-4%	-1	9%	-6%	?	18%	11%
O=C1C2C(C(=O)N1Cc1cccnc1)C1C=CC2C12CC2 (stereo not drawn)	5%	4	0%	15	9%	-7%	3%	-2%	13%
Continued.
SMILES	MCF10A rerep	DRD3 agonist	SW480 rereplic	IL-1B inflam inh	HT1080NT lethal	GLP1R cytotox	KB-V1 MDR tox	KB-3-1 tox	HT1080 IDH1KD tx
COc1ccc(S(=O)(=O)N2CCOC23CCN(C(=O)c2ccccc2Br)CC3)cc1	?	-2	-4%	-23	1%	1%	-17%	0%	6%
CN(CCCNC(=O)CCC(=O)N1CCOc2ccc(Cl)cc21)Cc1ccccc1	2%	-11	-4%	?	-16%	-13%	-1%	-11%	-9%
COc1ccc(CNC(=O)C[C@@H]2C[C@H]3c4cc(NC(=O)NC5CCCC5)ccc4O[C@H]3[C@H](CO)O2)cc1	.	-7	.	70	-8%	4%	1%	?	-2%
C[C@@H]1CN([C@H](C)CO)C(=O)c2cc(C#Cc3ccccc3F)cnc2O[C@@H]1CN(C)S(=O)(=O)c1ccccc1F	.	-10	.	14	0%	4%	-14%	-7%	-4%
CC(OC(=O)c1oc2ccccc2c1COc1ccccc1)C(=O)NC(N)=O (stereo not drawn)	?	-4	2%	-62*	-4%	0%	-28%	-7%	-11%
O=C(CCN1CCOCC1)Nc1ccc2c(c1)CCC2	0%	-3	-1%	-5	0%	-7%	11%	-6%	6%
COc1ccc(S(=O)(=O)NCCc2ccccc2)cc1OC	2%	-3	1%	0	-1%	-3%	-4%	6%	-2%
CCc1ccc(Sc2cc(C(=O)NCc3cccc(OC)c3)c3ccccc3n2)cc1	.	1	.	.	.	-7%	-2%	-3%	.
